POLK inh = blocks human DNA polymerase kappa activity; AID 588579; purified Pol kappa, fluorescent DNA synthesis assay, 10 min; Potency, µM (series often up to 107 µM), for inactives: top-dose activity, negative = inhibition, most hits filed as inhibitors; 0.53% of 400,000 active; further: potency means the concentration at half of the fitted maximal effect; on the % scale 0 is the no-effect control and ±100 the full control effect
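Kinetic fluorescence readout at 0 and 10 min followed reaction start with substrate at 50 nM final. Beforehand, enzyme (10 nM Pol kappa) stood 15 min with compound at room temperature; buffer-only wells were negative controls.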
12-LOX inh = ALOX12 (human) lipoxygenase inhibition; purified 12hLO, xylenol orange hydroperoxide absorbance; P18054; Potency, µM (titrated, usually from 108 µM), inactives show top-dose activity change, negative = inhibition, most hits filed as inhibitors; AID 1671190; 1.1% of 580,000 active; further: potency means the concentration at half of the fitted maximal effect; on the % scale 0 is the no-effect control and ±100 the full control effect
Target sequence (P18054 whole entry, looked up): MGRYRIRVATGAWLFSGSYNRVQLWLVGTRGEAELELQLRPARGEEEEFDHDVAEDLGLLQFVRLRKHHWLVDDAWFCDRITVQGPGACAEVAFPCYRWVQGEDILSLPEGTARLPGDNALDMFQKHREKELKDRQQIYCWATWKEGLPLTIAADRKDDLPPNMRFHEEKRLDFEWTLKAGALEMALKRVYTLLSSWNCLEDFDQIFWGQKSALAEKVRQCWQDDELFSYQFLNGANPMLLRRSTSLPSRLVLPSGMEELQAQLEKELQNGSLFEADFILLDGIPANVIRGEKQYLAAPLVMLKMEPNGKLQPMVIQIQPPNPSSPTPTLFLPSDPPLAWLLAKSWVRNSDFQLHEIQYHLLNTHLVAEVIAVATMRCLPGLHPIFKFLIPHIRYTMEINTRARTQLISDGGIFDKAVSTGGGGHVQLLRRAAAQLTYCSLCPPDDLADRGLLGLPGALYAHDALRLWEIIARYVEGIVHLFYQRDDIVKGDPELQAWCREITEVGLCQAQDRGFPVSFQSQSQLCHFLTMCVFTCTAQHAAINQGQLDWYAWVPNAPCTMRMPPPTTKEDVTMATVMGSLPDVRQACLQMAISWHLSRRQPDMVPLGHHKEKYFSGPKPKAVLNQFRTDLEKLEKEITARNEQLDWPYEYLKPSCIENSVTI
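Purified human 12hLO at 150 nM in 25 mM Hepes, 0.01% Triton X-100, pH 7.0, preincubated 15 min at room temperature with compound. Reaction started with 40 uM arachidonic acid, 30 min at room temperature. Hydroperoxide measured by Fe-xylenol orange, 573/405 nm absorbance ratio.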
POLB inh = inhibitors of human DNA polymerase beta; 1.3% of 340,000 active; Potency, µM (titrated, usually from 114 µM), without a hit: at the highest dose activity change, negative = inhibition, actives largely listed as inhibitors; Pol beta primer extension/strand displacement, fluorescence kinetic; P06746; further: potency means the concentration at half of the fitted maximal effect; on the % scale 0 is the no-effect control and ±100 the full control effect
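Preincubation: enzyme (10 nM) with compound, 15 min, RT. Reaction: substrate added to 50 nM final. Reads: 0 and 10 min. Analysis: normalized, Hill fit.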
POLH inh = DNA polymerase eta (human) inhibition; Q9Y253; recombinant Pol eta, fluorescent DNA replication assay; Potency, µM (top dose mostly 114 µM), for inactives: at the highest dose activity change, negative = inhibition, most hits filed as inhibitors; 1.2% of 390,000 active; further: potency means the concentration at half of the fitted maximal effect; on the % scale 0 is the no-effect control and ±100 the full control effect
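Pol eta at 10 nM preincubated with compounds 15 min at room temperature; reaction started with fluorescent substrate (50 nM final) and read kinetically at 0 and 10 min.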
APE1 inh = inhibitors of human APE1 endonuclease; 0.35% of 350,000 active; AID 2517; P27695; Potency, µM (top dose mostly 65.8 µM), for inactives: at the top dose activity change, negative = inhibition, usual class: inhibitors; recombinant APE1, TAMRA/BHQ-2 abasic DNA cleavage fluorescence;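 further: potency means the concentration at half of the fitted maximal effect; plate controls were vehicle for no effect and reference inhibitor for full effect; nearly all actives have a fitted effect of over 55% in size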
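Measures dequenching upon AP-site incision of a 5'-TAMRA/3'-BHQ-2 THF-containing duplex, 50 nM; human APE1 0.75 nM after 15 min room-temperature exposure to compound; kinetic three-point read at one-minute spacing.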
Anesthetic bind = candidate novel general anesthetic via apoferritin binding; AID 485281; Potency, µM (top dose mostly 77.5 µM), for inactives: top-dose activity change, negative = displacement, hits mostly inhibitors; P02791; apoferritin/1-aminoanthracene competitive binding, fluorescence; 0.074% of 350,000 active; further: potency means the concentration at half of the fitted maximal effect; on the % scale 0 is the no-effect control and ±100 the full control effect; nearly all actives have a fitted effect of over 20% in size
Target sequence (P02791 2-175 limits assumed): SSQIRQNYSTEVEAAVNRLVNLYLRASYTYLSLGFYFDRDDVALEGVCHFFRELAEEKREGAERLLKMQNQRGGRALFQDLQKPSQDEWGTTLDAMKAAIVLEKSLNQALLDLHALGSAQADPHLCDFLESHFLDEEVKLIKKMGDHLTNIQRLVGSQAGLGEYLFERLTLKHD
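Steps: apoferritin (10 uM) was premixed with half-saturated 1-AMA in PBS, compounds were pin-transferred, plates stood 10 min at room temperature, fluorescence was read at 380/535 nm, and curves were fitted with a Hill equation.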
LDHA inh = LDHA (human) enzyme inhibition; AID 1347041; P00338; activity change, % (values are at about 110 or 230 µM); 0.15% of 480,000 active; purified LDHA, NADH/diaphorase-resazurin fluorescence; active compounds read low; in the data active means activity change below about -30%; inconclusive means mostly about -25% to -30%;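 further: plate controls were DMSO wells for no effect and wells without enzyme for full effect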
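Human LDH5 at 2 nM final in Tris HCl pH 7.4 with 0.06 mM NADH and 0.2 mM pyruvate, reacted 5 minutes at room temperature. Remaining NADH coupled via diaphorase/resazurin; resorufin fluorescence read at 0 and 20 minutes, normalized to enzyme-free and DMSO wells.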
ERG Ets-DNA blk = inhibitors of human ERG Ets domain-DNA interaction | Potency, µM (titrated, usually from 76.9 µM), without a hit: at the top dose FP activity, negative = inhibition, actives largely listed as inhibitors | AID 624246 | 0.028% of 370,000 active | fluorescence polarization, His-ERG Ets domain / labelled DNA; active means well fitted inhibition curve with a large enough effect in the polarisation, with a control signal flat; inconclusive means small, poorly fitted or top-dose-only effect, or effect the other way, or a change in a side signal; inactive means no such curve, though single readings can be large or run the other way; the % refers to the polarisation;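 further: polarization taken with two DNA probes labelled with fluorescein and Texas red; potency means the concentration at half of the fitted maximal effect; % of control where 0% means no effect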
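His-tagged ERG Ets domain (1 uM in the protein solution; 300mM KCl, 50mM Tris-HCl, 1mM EDTA, 1mM DTT, pH 7.5) received compound, then a probe mix of 5 nM fluorescein-DNA and 100nM Texas-615-DNA. Fluorescence polarization was read for both dyes.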
RGS4 inhibitor = blocks human RGS4-accelerated GTP hydrolysis; P49798; AID 504845; Transcreener GDP fluorescence polarization, RGS4-accelerated GTP hydrolysis; 0.039% of 390,000 active; Potency, µM (doses to about 114 µM), for the others: top-dose activity change, negative = inhibition, most hits filed as inhibitors; further: potency means the concentration at half of the fitted maximal effect; on the % scale 0 is the no-effect control and ±100 the full control effect; nearly all actives have a fitted effect of over 75% in size; some results filed as inactive show a strong effect at the top dose
Target sequence (P49798 whole entry, looked up): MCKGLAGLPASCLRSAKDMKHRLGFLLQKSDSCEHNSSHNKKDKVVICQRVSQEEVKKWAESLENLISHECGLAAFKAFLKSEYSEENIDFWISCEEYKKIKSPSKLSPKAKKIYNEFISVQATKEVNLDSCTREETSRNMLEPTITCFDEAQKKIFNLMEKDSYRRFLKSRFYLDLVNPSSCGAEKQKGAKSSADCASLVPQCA
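MLSMR compounds (23 nl, pin-transferred) preincubated 10 min at room temperature with a 500nM (2x) first reagent, then RGS4 at 900nM (2x) plus Transcreener GDP mix added; fluorescence polarization (620/688 nm) read before and after 90 min at 30 °C.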
Starred values were filed as active, the others as inactive; ? = inconclusive; . = not tested or not shown; & = joins results of further samples; [ ] = another dose, or the depositor's remark. Unless noted, the call rests on the fitted dose curve; in most records, active means well fitted curve in the direction sought with a large enough effect; inconclusive means small, poorly fitted or top-dose-only effect, or another doubt; inactive means no such curve, though single readings can be large; an effect the other way counts as inactive or inconclusive.

1	COc1cccc(C(CNC(=O)C(c2ccccc2)c2ccccc2)N(C)C)c1 (centres undefined)
2	CCCCCCCCCCCCCCCC(=O)C1=C(O)C(CO)OC1=O (centres undefined)
3	CCOc1ccc(NC(=O)c2ccccc2C(=O)c2ccccc2)cc1OCC
4	Cc1cc(=O)oc2cc(NC(=O)c3cccc(Br)c3)ccc12
5	COC(=O)C1=C(C)N(Cc2ccccc2)C(=O)N[C@H]1c1cccs1
6	COc1cccc(C(O)c2nc3ccccc3n2C(C)C)c1OC (centres undefined)
7	CC(=O)c1ccc(S(=O)(=O)Nc2cc3c(cc2C(C)=O)OCO3)cc1
8	Cc1ccc(-c2nc(-c3ccncc3)no2)cc1Cl
9	Cc1ccc(S(=O)(=O)N(C)Cc2cc3cc(C)ccc3[nH]c2=O)cc1
10	Cc1[nH]nc(SCC(=O)Nc2ccc(C#N)cc2)c1[N+](=O)[O-]
Compound	1	2	3	4	5	6	7	8	9	10
POLK inh	-2%	-1%[19.4 µM]	-5%	-13%	-15%	-15%	-7%	-9%	7%	1%
12-LOX inh	-7%	5%[176 µM]	24%	7%	-19%	8%	10%	1%	0%	-18%
POLB inh	4%	.	4%	-1%	-2%	7%	?	19%	5%	-2%
POLH inh	-5%	.	-7%	-17%	-17%	-6%	-5%	0%	6%	-9%
APE1 inh	13%	?	3%	10%	-3%[12.4 µM]	-4%	6%	36%	-17%	10%
Anesthetic bind	-13%	?	-6%	-8%	3%	0%	-6%	-2%	-8%	4%
LDHA inh	-5	.	-1	-2	-15	-5	-9	-4	-3	-6
ERG Ets-DNA blk	7%	.	1%	3%	6%	-15%	3%	6%	-6%	0%
RGS4 inhibitor	1%	90%[activator][56.9 µM]	-8%	-21%	-6%	-6%	-16%	-29%	-3%	-1%

11	O=C(O)CC1S/C(=N/N=C/c2ccc(-c3ccccc3[N+](=O)[O-])o2)NC1=O (centres undefined)
12	O=C(c1cccc(F)c1)N1CCN(c2cccc(Cl)c2)CC1
13	CC(=O)c1c(O)c2ccccc2n(C)c1=O
14	NC(=O)N/N=C/C=C/c1ccc(F)cc1
15	O=C(CCCCC(=O)NCCCc1ccccc1)NCCCc1ccccc1
16	O=C1c2ccccc2CCC1C(O)c1ccccn1 (centres undefined)
17	COc1ccc(NC(=O)Cn2c(=O)n(-c3ccc(CC(=O)NCC4CCCO4)cc3)c(=O)c3ccccc32)c(OC)c1 (centres undefined)
18	CSc1ccc(CN2CCC(Oc3cccc(C(=O)N4CCCC4)c3)CC2)cc1
19	COc1cc(C(=O)N2CCC(c3nc4ccccc4o3)CC2)cc(OC)c1OC
20	Cc1ccc(S(=O)(=O)/N=C(/NC(=S)Nc2cccc(C)c2)c2ccccc2)cc1
Compound	11	12	13	14	15	16	17	18	19	20
POLK inh	?	-14%	-1%	-2%	8%	-14%	7%	-9%	-1%	-2%
12-LOX inh	0%	-2%	?	0%	1%	?	-12%	7%	-9%	0%
POLB inh	?	8%	30%	19%	18%	56%	6%	0%	17%	35%
POLH inh	?	-12%	-17%	-24%	-11%	-1%	-21%	-14%	-15%	-18%
APE1 inh	-5%	5%	-4%	-5%	4%	-5%	.	0%	.	0%
Anesthetic bind	-16%	8%	-9%	5%	3%	?	-3%	-12%	3%	-12%
LDHA inh	39	1	9	-2	-2	2	-2	2	-4	-3
ERG Ets-DNA blk	-1%	1%	8%	-9%	-5%	-1%	-1%	8%	3%	-4%
RGS4 inhibitor	?	0%[11.4 µM]	-37%	-1%	-12%	-20%[56.9 µM]	20%	-31%	-25%	-51%

21	CN1CCC(Oc2ccccc2Sc2ccc(C(F)(F)F)cc2)CC1
22	CCOc1ccc(CNC(=O)c2ccc(NC(=O)N3CCSc4ncccc43)cc2)cc1OC
23	O=C(Nc1c2n(c(=S)n(-c3ccccc3)c1=O)CCCCC2)c1ccccc1
24	CCOc1ccc(N2C(=O)CN(CC(=O)OC)C2=S)cc1
25	COc1ccc(-c2cc(-c3ccc(Br)cc3)nc3ncnn23)cc1OC
26	COc1ccc2nc(N3CCCCC3)c(/C=C3\SC(=S)NC3=O)cc2c1
27	CCOc1ccc(CN2CCN(Cc3c[nH]c4ccccc34)CC2)cc1
28	CCOc1ccc(Nc2nc(Cc3nnc(SCC(=O)NCc4ccco4)n3CC)cs2)cc1
29	Cn1nc(C(=O)NCc2ccccc2)c2ccccc2c1=O
30	O=C(Nc1ccc2oc(-c3ccc4ccccc4c3)nc2c1)c1ccccc1F
Compound	21	22	23	24	25	26	27	28	29	30
POLK inh	0%	0%	-2%	-5%	-6%	8%	-6%	-9%	-11%	-19%
12-LOX inh	?	-26%	0%	1%	-24%	14%	?	4%	-13%	?
POLB inh	0%	-13%	0%	0%	0%	-21%	44%	18%	?	2%
POLH inh	-8%	-9%	2%	-8%	4%	35µM*	-14%	-12%	-9%	-4%
APE1 inh	0%	.	-2%	-3%	3%	-2%	-12%	-2%	0%	.
Anesthetic bind	-10%	4%	-11%	-11%	-13%	-8%	6%	0%	-14%	8%
LDHA inh	-3	1	-7	-3	-5	-10	-17	5	0	-2
ERG Ets-DNA blk	-17%	0%	-5%	10%	-6%	16%	-26%	.	-5%	8%
RGS4 inhibitor	-10%	36%	26%	-4%	8%	-16%	19%	-22%	-4%	-2%

Grouped by structure, the compounds so far with a furan ring, fused or not
11	O=C(O)CC1S/C(=N/N=C/c2ccc(-c3ccccc3[N+](=O)[O-])o2)NC1=O (centres undefined)
28	CCOc1ccc(Nc2nc(Cc3nnc(SCC(=O)NCc4ccco4)n3CC)cs2)cc1
Compound	11	28
POLK inh	?	-9%
12-LOX inh	0%	4%
POLB inh	?	18%
POLH inh	?	-12%
APE1 inh	-5%	-2%
Anesthetic bind	-16%	0%
LDHA inh	39	5
ERG Ets-DNA blk	-1%	.
RGS4 inhibitor	?	-22%

One compound at a time, as listed above:
COc1ccc2nc(N3CCCCC3)c(/C=C3\SC(=S)NC3=O)cc2c1 as listed: POLK inh: 8%; 12-LOX inh: 14%; POLB inh: -21%; POLH inh: 35µM*; APE1 inh: -2%; Anesthetic bind: -8%; LDHA inh: -10; ERG Ets-DNA blk: 16%; RGS4 inhibitor: -16%
O=C(Nc1c2n(c(=S)n(-c3ccccc3)c1=O)CCCCC2)c1ccccc1 as listed: POLK inh: -2%; 12-LOX inh: 0%; POLB inh: 0%; POLH inh: 2%; APE1 inh: -2%; Anesthetic bind: -11%; LDHA inh: -7; ERG Ets-DNA blk: -5%; RGS4 inhibitor: 26%

(continued)
31	CCOC(=O)c1sc(Nc2ccc(C)cc2C)nc1C
32	Cc1ccc(CNC(=O)c2ccc(Cl)cc2[N+](=O)[O-])cc1
33	CCCn1c(=O)c2sccc2n2c(CCCC(=O)Nc3ccc(C)c(F)c3)nnc12
34	CC(=O)/C(C#N)=C1\NC(=O)C(Cc2ccc(C)c(Cl)c2)S1 (centres undefined)
35	CCC(=O)Nc1ccccc1-c1nc2ccccc2n(CC(=O)c2ccc(Cl)cc2)c1=O
36	CC1(C)C(=O)C2(CCCCC2)C(=O)OC1c1ccc(O)cc1 (centres undefined)
37	O=C(Nc1nnc(COc2ccc(F)cc2)s1)c1ccco1
38	Cc1cccn2cc(CSc3nnc(Nc4ccc(C(C)C)cc4)s3)nc12
39	Cc1cccc(NC(=O)C2(c3ccccc3)CC2(Cl)Cl)c1 (centres undefined)
40	COc1ccc(-c2noc(Cc3ccc(Cl)cc3)n2)cc1OC
Compound	31	32	33	34	35	36	37	38	39	40
POLK inh	-8%	-8%	1%	-14%	-12%	-8%	11%	-9%	-10%	16%
12-LOX inh	?	-20%	-9%	?	-26%	-11%	0%	2%	0%	-23%
POLB inh	2%	3%	23%	-1%	?	0%	7%	1%	?	-5%
POLH inh	-15%	0%	5%	-10%	-8%	-11%	-3%	-8%	-19%	-17%
APE1 inh	-18%	-4%	.	1%	.	-3%	-3%	-3%	-1%	-2%
Anesthetic bind	?	-10%	-2%	-6%	5%	?	-11%	-15%	?	-12%
LDHA inh	6&1	-11	-1	-9	-1	4	-1	0	6	1
ERG Ets-DNA blk	-1%	2%	5%	7%	4%	1%	1%	9%	-2%	17%
RGS4 inhibitor	-13%	17%	2%	?	-11%	1%	-1%	-7%	-28%	4%

41	CC(=O)Nc1c(Cl)c2c(c(Cl)c1Br)-c1ccc(Cl)cc1C2
42	Cc1cccc(NC(=O)C2(C)Cc3ccccc3C(=O)O2)c1 (centres undefined)
43	COC(=O)c1sc(=S)n(-c2cc(F)ccc2F)c1N
44	FC(F)(F)c1ccc(Sc2n[nH]c(C(F)(F)F)n2)nc1
Compound	41	42	43	44
POLK inh	6%	-26%	-6%	-15%
12-LOX inh	-2%	1%	?	?
POLB inh	.	6%	41%	7%
POLH inh	-18%	-14%	-16%	-8%
APE1 inh	.	.	18%	5%
Anesthetic bind	.	?	-10%	-9%
LDHA inh	-11	-1	-3	-5
ERG Ets-DNA blk	13%	-4%	-4%	0%
RGS4 inhibitor	-7%	-10%	?	2%

Only part of the results is shown (hit frequency here may not be typical).
